Source: PubChem BioAssay
ARFGAP1 inhibitor: rat ARFGAP1 inhibition. Q62848. Arfgap1-stimulated ARF1 GTP hydrolysis, GDP FP detection. inhibition, % at 16.5 µM. hit rate 0.26% among 360,000;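 active = inhibition above a per-plate limit, mean inhibition of low control wells plus 3 SD, cut at about 25% in these data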;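 also: 0% = DMSO wells with enzyme and 100% = wells lacking Arfgap1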
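material = rat Arfgap1 catalytic domain, aa 1-136 | also added = human ARF1(Δ1-17)-GTP substrate | compound dosing = one concentration, 16.5 µM, DMSO 1.26% | times = GTP hydrolysis reaction 2 h at 25 °C | measured by = FP, GDP Alexa 633 tracer displaced from anti-GDP antibody, 620/688 nm | evaluation = percent inhibition of Arfgap1-stimulated GTP hydrolysis | replication = single well per compound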
Rev-erbA mod: modulators of human Rev-erb alpha DNA binding. activity, % at 10 µM. hit rate 0.79% among 370,000. Rev-erbα–FITC-DNA binding, fluorescence polarization, 90 min. P20393;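 active = activity above about 14%, limit read from the data; passing the limit was not always enough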;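 also: 0% = DMSO wells with 35 nM protein and 100% = DMSO wells with 750 nM protein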
Tn6 DDE FP: inhibitors of Tn6 peptide binding to human fibrin DD(E); P02675; Fibrin DD(E) TRITC-Tn6 fluorescence polarization displacement; hit rate 0.21% among 370,000; inhibition, % at 8.3 µM;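 active = inhibition above a per-campaign cutoff: mean of compounds within control limits plus 3 SD, cut at about 15% in these data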;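 also: 0% = median of all compound wells on the plate and 100% = blocking peptide control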
PLCb3 inh: blocks human PLC-beta3 enzyme activity; Q01970; inhibition, % at 12.2 µM; Purified PLC-beta3, fluorogenic substrate, fluorescence; hit rate 0.18% among 370,000; in the data active = inhibition above about 11%;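 also: 0% = median of compound wells on plate and 100% = full blocker control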
Target sequence (Q01970 whole entry, looked up): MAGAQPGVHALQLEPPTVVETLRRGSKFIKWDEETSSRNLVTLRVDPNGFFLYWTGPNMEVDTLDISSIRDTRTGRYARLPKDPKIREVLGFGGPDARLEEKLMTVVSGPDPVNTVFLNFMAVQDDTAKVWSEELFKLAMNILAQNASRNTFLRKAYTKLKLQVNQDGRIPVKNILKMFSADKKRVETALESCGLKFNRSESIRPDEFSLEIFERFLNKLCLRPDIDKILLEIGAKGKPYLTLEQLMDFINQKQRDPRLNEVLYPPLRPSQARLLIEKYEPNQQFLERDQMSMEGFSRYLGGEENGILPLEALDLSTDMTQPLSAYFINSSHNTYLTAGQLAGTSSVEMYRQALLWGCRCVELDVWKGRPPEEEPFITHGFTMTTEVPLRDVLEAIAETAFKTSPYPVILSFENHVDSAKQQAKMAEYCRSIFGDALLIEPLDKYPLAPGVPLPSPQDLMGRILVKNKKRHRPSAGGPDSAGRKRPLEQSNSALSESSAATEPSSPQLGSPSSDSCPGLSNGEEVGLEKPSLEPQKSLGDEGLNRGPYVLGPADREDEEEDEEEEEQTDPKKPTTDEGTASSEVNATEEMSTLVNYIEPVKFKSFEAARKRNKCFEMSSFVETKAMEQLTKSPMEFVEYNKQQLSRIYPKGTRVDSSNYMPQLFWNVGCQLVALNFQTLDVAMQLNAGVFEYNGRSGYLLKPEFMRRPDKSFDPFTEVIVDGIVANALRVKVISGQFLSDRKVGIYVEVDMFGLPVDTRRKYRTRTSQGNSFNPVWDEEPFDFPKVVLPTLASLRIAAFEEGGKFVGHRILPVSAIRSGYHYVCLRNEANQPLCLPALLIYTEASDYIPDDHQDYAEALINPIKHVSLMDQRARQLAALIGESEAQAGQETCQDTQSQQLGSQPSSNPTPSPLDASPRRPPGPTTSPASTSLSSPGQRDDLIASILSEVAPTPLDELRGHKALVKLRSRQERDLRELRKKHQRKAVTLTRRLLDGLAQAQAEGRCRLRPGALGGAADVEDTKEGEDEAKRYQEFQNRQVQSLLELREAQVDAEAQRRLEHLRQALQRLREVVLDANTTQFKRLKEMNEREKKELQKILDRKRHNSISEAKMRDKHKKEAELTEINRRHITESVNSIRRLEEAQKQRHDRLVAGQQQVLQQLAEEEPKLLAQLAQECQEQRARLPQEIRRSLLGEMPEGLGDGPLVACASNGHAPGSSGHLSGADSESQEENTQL
proKLK7 act: proKLK7 (human) activation, primary screen | hit rate 0.9% among 370,000 | activation, % at 7 µM | AID 652039 | purified proKLK7, EDANS-DABCYL substrate fluorescence; 100% is mature enzyme control, 0% vehicle | P49862;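 active = activation above the mean of all tested compounds plus 3 SD, computed per campaign excluding outliers beyond control limits, cut at about 13% in these data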
UHRF1 MBD2 ctr: blocks human UHRF1 binding to methylated DNA | Q96T88 | UHRF1 binding to methylated oligo, TR-FRET | inhibition, % at 4.4 µM | hit rate 0.75% among 370,000 | AID 687016; in the data active = inhibition above about 21%;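 also: UHRF1 SRA domain binding a hemimethylated CpG hairpin DNA probe; 0% = median of test compound wells and 100% = reference inhibitor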
ASAP1 inh: blocks human ASAP1-stimulated Arf1 GTP hydrolysis. Q9ULH1. GDP FP detection. inhibition, % at 16.5 µM. hit rate 0.19% among 360,000. AID 624377; in the data active = inhibition above about 25%;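 also: 0% = vehicle with enzyme and substrate and 100% = no enzyme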
sPLA2-III inh: Blocks human group III sPLA2 activity; hit rate 0.56% among 370,000; inhibition, % at 12.2 µM; QFRET BODIPY PC-A2 liposome hydrolysis, fluorescence;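 active = inhibition above mean plus 3 SD of compounds lying within the high and low control bounds, cut at about 19% in these data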;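 also: 0% = median of test compound wells and 100% = no enzyme DMSO wells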
Tn7 DDE FP: inhibitors of Tn7 peptide binding to human fibrin DD(E); P02675; hit rate 0.13% among 370,000; FP displacement of FITC-Tn7 peptide from fibrin DD(E); 0% = median of compound wells per plate; inhibition, % at 8.3 µM;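 active = inhibition above the mean of compounds falling within the control limits plus 3 SD of them, cut at about 14% in these data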;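 also: 0% = plate median of compound wells and 100% = 10 µM Aha-Tn7 peptide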
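Test system – human fibrin DD(E) · Times – 10 min preincubation, 3 h with tracer, room temperature · Detection – fluorescence polarization of the labelled Tn7 tracer · Measure – percent inhibition normalized to high-control wells · Benchmarks – high control wells with 10 µM unlabelled Aha-Tn7 peptide (full inhibition) · Repeats – singlicate testing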
PLCg1 inh: PLC-gamma1 (human) inhibition, primary screen. purified PLC-gamma1, fluorogenic substrate, fluorescence. inhibition, % at 12.2 µM. hit rate 0.84% among 370,000. AID 720700; in the data active = inhibition above about 9.5%
An asterisk follows results filed as active; · = not tested or not shown; & = joins results of further samples.

A first look, 3 compounds:
[1] C#CCn1c(=NC(=O)CSCC(=O)N2CCOCC2)sc2ccccc21
[2] COc1ccccc1N(CC(=O)N1CCCCC1)S(=O)(=O)c1ccccc1
[3] COCCSc1nc2c(c(=O)[nH]c(=O)n2C)n1CCC(C)C

assay / entry	1	2	3
ARFGAP1 inhibitor	8	8	3
Rev-erbA mod	5	1	-4
Tn6 DDE FP	-4	2	0
PLCb3 inh	1	3	-1
proKLK7 act	-0.5	0.7	0.2
UHRF1 MBD2 ctr	3	1	3
ASAP1 inh	0	-1	-1
sPLA2-III inh	0	3	14
Tn7 DDE FP	0	2	1
PLCg1 inh	-1	1	3

Results, repeating the preview:
[1] C#CCn1c(=NC(=O)CSCC(=O)N2CCOCC2)sc2ccccc21
[2] COc1ccccc1N(CC(=O)N1CCCCC1)S(=O)(=O)c1ccccc1
[3] COCCSc1nc2c(c(=O)[nH]c(=O)n2C)n1CCC(C)C
[4] c1ccc2c(c1)CCCC2C1=NCCN1 (stereo not drawn)
[5] COc1ccc(C(=O)COC(=O)CNC(=O)c2cc(OC)cc(OC)c2)cc1
[6] CC(C)(C)OC(=O)N1CCCC1C(=O)NC(Cc1ccccc1)C(=O)O (stereo not drawn)

assay / entry	1	2	3	4	5	6
ARFGAP1 inhibitor	8	8	3	-3	-3	-5
Rev-erbA mod	5	1	-4	0&-3	5	-4
Tn6 DDE FP	-4	2	0	-5	-4	-8
PLCb3 inh	1	3	-1	3	1	2
proKLK7 act	-0.5	0.7	0.2	-0.1	0.5	0.4
UHRF1 MBD2 ctr	3	1	3	-1	1	-1
ASAP1 inh	0	-1	-1	8	5	11
sPLA2-III inh	0	3	14	2	-2	-7
Tn7 DDE FP	0	2	1	-3	-6	-3
PLCg1 inh	-1	1	3	2	-1	0

Just proKLK7 act, for some of the entries so far:
| # | compound | proKLK7 act |
| --- | --- | --- |
| 3 | COCCSc1nc2c(c(=O)[nH]c(=O)n2C)n1CCC(C)C | 0.2 |
| 4 | c1ccc2c(c1)CCCC2C1=NCCN1 (stereo not drawn) | -0.1 |
| 5 | COc1ccc(C(=O)COC(=O)CNC(=O)c2cc(OC)cc(OC)c2)cc1 | 0.5 |

Other compounds follow:
[7] COC(=O)[C@]12C[C@H](CC(=O)NCCCN3CCCC3=O)C(=O)N(CCC3=CCCCC3)C1=C[C@H](COCc1ccccc1)O[C@@H]2C
[8] Cc1nnc(SC(C)C(=O)NC2CCCc3ccccc32)n1-c1ccccc1 (stereo not drawn)
[9] N#C/C(=C(/O)CCl)c1nc(-c2ccccc2)cs1
[10] COc1ccc(CNC(=O)C2CCCN(S(=O)(=O)c3ccc4c(c3)C(C)(C)C(=O)N4C)C2)cc1 (stereo not drawn)
[11] O=C(NCc1ccccc1CN1CCCC1)C1CCN(S(=O)(=O)c2ccc(F)c(F)c2)CC1
[12] O=C1c2ccccc2C(c2nnnn2-c2ccc3c(c2)OCCO3)N1Cc1ccc(F)cc1 (stereo not drawn)

assay / entry	7	8	9	10	11	12
ARFGAP1 inhibitor	1	1	2	-8	5	-4
Rev-erbA mod	-1	-9	1	2	4	-1
Tn6 DDE FP	-8	0	-11	-8	-9	-2
PLCb3 inh	4	-2	-39	1	-6	0
proKLK7 act	0.8	0.3	-1.4	0.3	-0.3	0.6
UHRF1 MBD2 ctr	-3	5	4	3	3	-4
ASAP1 inh	5	-3	0	-7	-15	-8
sPLA2-III inh	-8	12	-4	6	3	-10
Tn7 DDE FP	-6	10	0	1	3	0
PLCg1 inh	1	2	-23	4	3	4

[13] CC1CN(C(=O)CSc2nc(-c3ccc(F)cc3)cs2)CC(C)O1 (stereo not drawn)
[14] CC1CCCN(c2nc(N(C)c3ccccc3)nc(N)c2[N+](=O)[O-])C1 (stereo not drawn)
[15] CCOC(=O)[C@@H]1[C@H]2COc3ccccc3[C@H]2N2C(=O)N(c3ccc(Cl)cc3)C(=O)[C@]12C
[16] COc1ccc(Br)c(C(=O)OCC(=O)N2CCc3ccccc32)c1
[17] COc1cccc(NC(=S)NCc2ccccc2)c1
[18] CCOc1ccc(NC(=O)Nc2ccc(Br)cn2)cc1

assay / entry	13	14	15	16	17	18
ARFGAP1 inhibitor	5	1	11	1	0	-4
Rev-erbA mod	-1	1	1	-8	-4	3
Tn6 DDE FP	1	0	3	3	-2	-1
PLCb3 inh	2	-3	-1	-7	-3	5
proKLK7 act	-0.1	0.1	0.2	0.7	-0.4	-0.4
UHRF1 MBD2 ctr	-2	-1	-2	-3	-4	-2
ASAP1 inh	9	-2	2	1	3	5
sPLA2-III inh	-6	-8	2	1	7	-2
Tn7 DDE FP	-1	2	-1	-1	4	-11
PLCg1 inh	-1	1	-1	3	1	3

[19] CC(C(=O)Nc1ccccc1C(=O)N1CCOCC1)N(c1ccccc1)S(C)(=O)=O (stereo not drawn)
[20] COC(=O)C[C@H]1CC[C@@H](NC(=O)Nc2ccc3c(c2)OCO3)[C@@H](CO)O1
[21] CCOCCCNCc1cc(Cl)ccc1OCC
[22] Cc1ccc(NC(=O)c2ncn(CCCN3CCN(Cc4cccc5ccccc45)CC3)n2)cc1C
[23] O=C(C1CCN(c2ncnc3c2sc2cccc(F)c23)CC1)N1CCN(Cc2ccc(F)cc2)CC1
[24] O=C(N/N=C/c1ccccc1Cl)c1n[nH]c2c1CCCC2

assay / entry	19	20	21	22	23	24
ARFGAP1 inhibitor	-1	11	-1	-1	·	2
Rev-erbA mod	-6	0	2	2	11	0
Tn6 DDE FP	-3	-2	-3	-1	2	-2
PLCb3 inh	0	-3	-4	0	-61	-5
proKLK7 act	-0.4	0.0	0.1	0.5	-3.4	0.1
UHRF1 MBD2 ctr	7	1	-2	-1	-1	-1
ASAP1 inh	-4	-3	11	3	·	-7
sPLA2-III inh	9	11	1	-35	-7	6
Tn7 DDE FP	1	-5	0	2	8	0
PLCg1 inh	3	-3	-3	0	-40	-1

[25] COc1cc(OC)cc(C(=O)N[C@H](C(=O)Nc2cccc(S(=O)(=O)N3CCCC3)c2)C(C)C)c1
[26] COc1ccc(N=Nc2ccc3ccccc3c2)c(O)c1
[27] O=C(NCCN1C(=O)S/C(=C\c2ccccc2)C1=O)c1cc(S(=O)(=O)N2CCOCC2)c(Cl)cc1Cl
[28] Nc1nc(=S)c2ncn([C@@H]3O[C@H](CO)[C@@H](O)[C@H]3O)c2[nH]1
[29] CC(=O)Nc1ccc(NC(=O)C(C)OC(=O)c2cccc(S(=O)(=O)N3CCCC3)c2)cc1 (stereo not drawn)
[30] Cn1cnnc1SC1c2cccc3cccc(c23)C1NS(=O)(=O)c1ccc(Cl)cc1 (stereo not drawn)

assay / entry	25	26	27	28	29	30
ARFGAP1 inhibitor	-5	-4	5	9	-4	7
Rev-erbA mod	-4	1	-2	-4	-5	1
Tn6 DDE FP	8	8	-8	8	1	7
PLCb3 inh	4	-5	3	5	-2	0
proKLK7 act	-0.4	0.2	0.3	0.6	0.5	-0.3
UHRF1 MBD2 ctr	-3	2	-4	0	2	4
ASAP1 inh	-13	0	2	1	-3	-6
sPLA2-III inh	-32	12	-7	2	0	-6
Tn7 DDE FP	7	-1	-6	0	3	-2
PLCg1 inh	1	1	5	2	2	-2

[31] Cc1ccc(NC(=O)C2CSC3(C)CCC(=O)N23)cc1S(=O)(=O)N1CCCCCC1 (stereo not drawn)
[32] O=C1OC(N2CCN(C/C=C/c3ccccc3)CC2)c2ccccc21 (stereo not drawn)
[33] CC(C)C[C@H](NS(=O)(=O)c1ccc(Br)cc1)C(=O)O
[34] CC(=O)c1ccc(-c2cccc(-c3cc(=O)oc4ccc(C(C)(C)C)cc34)c2)cc1
[35] COc1cc2c(cc1OC)CN(c1nc(CN3CCOCC3)nc3sc4c(c13)CCC(C)C4)CC2 (stereo not drawn)
[36] CC(=O)N(C)c1ccc(N=Cc2c(O)ccc3ccccc23)cc1

assay / entry	31	32	33	34	35	36
ARFGAP1 inhibitor	4	3	-2	-16	-9	-14
Rev-erbA mod	1	-2	-4	2	0	9
Tn6 DDE FP	-7	-2	-2	-13	1	5
PLCb3 inh	0	0	-3	-7	-32	-6
proKLK7 act	-0.1	0.5	-0.5	0.4	1.5	-0.7
UHRF1 MBD2 ctr	-2	-2	-2	5	3	-2
ASAP1 inh	3	7	6	-7	5	-4
sPLA2-III inh	-8	2	0	7	0	3
Tn7 DDE FP	6	2	-4	-8	-2	-6
PLCg1 inh	1	0	0	2	-31	-1

[37] O=C(N/N=C/c1cccc([N+](=O)[O-])c1)c1cc(-c2ccc3c4c(cccc24)CC3)n[nH]1
[38] O=C(COc1ccc2ccccc2c1)NC1CC1
[39] C#CCNc1ccc([N+](=O)[O-])cc1
[40] CC(NC(=O)COC(=O)c1cc(S(=O)(=O)N2CCOCC2)ccc1F)c1ccccc1 (stereo not drawn)
[41] Cc1ccccc1C(=O)c1cccn1CC(=O)NCc1ccccc1
[42] CS(=O)(=O)c1cccc(NC(=O)c2ccc(Cl)c(Cl)c2)c1

assay / entry	37	38	39	40	41	42
ARFGAP1 inhibitor	5	1	-10	-2	-4	-10
Rev-erbA mod	-18	-2	10	1	5	-9
Tn6 DDE FP	2	-1	-1	3	-6	-4
PLCb3 inh	2	2	3	1	-5	-1
proKLK7 act	-0.2	-0.6	0.1	0.5	0.4	-0.2
UHRF1 MBD2 ctr	3	-2	-4	-1	-3	-1
ASAP1 inh	16	4	6	-5	-2	9
sPLA2-III inh	3	-5	-3	-2	0	0
Tn7 DDE FP	-7	2	19*	3	-1	4
PLCg1 inh	0	3	1	-3	3	0

[43] COc1cccc(/C=C2\SC(=S)N(CCC(=O)N3CCCCC3)C2=O)c1
[44] CCc1cc2cccc(C)c2nc1SCC(=O)Nc1nonc1C
[45] CCN(CC)c1ccc(CNc2nnnn2C)cc1
[46] C/C(=N\Nc1cc(Cl)nc(C)n1)c1ccc(C)cc1

assay / entry	43	44	45	46
ARFGAP1 inhibitor	10	-2	0	-3
Rev-erbA mod	-2	-2	1	-10
Tn6 DDE FP	13	6	-5	1
PLCb3 inh	-5	2	-5	-1
proKLK7 act	-0.1	0.5	0.0	-0.2
UHRF1 MBD2 ctr	1	3	-1	-3
ASAP1 inh	-8	14	-30	-7
sPLA2-III inh	-1	7	0	4
Tn7 DDE FP	3	-2	-3	-4
PLCg1 inh	0	6	-2	1

No enrichment for hits; 4.5% or so of the library scored in one or more.
